# DSG3 Ab inh – inhibitors of pemphigus antibody binding to human desmoglein-3; AID 588358; actives 0.48% (n = 310,000); DSG3-coupled beads, scFv-anti-DSG3-GFP binding, flow cytometry; stronger effect = lower value; P32926; binding (percent of control), % at 10 µM;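 active means binding more than 3 SD below its plate's average and above zero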;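 further: hits lower antibody fragment binding to DSG3; some compounds called inactive have numbers as strong as hits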
# Target sequence (P32926 whole entry, looked up, the tested form may be a part): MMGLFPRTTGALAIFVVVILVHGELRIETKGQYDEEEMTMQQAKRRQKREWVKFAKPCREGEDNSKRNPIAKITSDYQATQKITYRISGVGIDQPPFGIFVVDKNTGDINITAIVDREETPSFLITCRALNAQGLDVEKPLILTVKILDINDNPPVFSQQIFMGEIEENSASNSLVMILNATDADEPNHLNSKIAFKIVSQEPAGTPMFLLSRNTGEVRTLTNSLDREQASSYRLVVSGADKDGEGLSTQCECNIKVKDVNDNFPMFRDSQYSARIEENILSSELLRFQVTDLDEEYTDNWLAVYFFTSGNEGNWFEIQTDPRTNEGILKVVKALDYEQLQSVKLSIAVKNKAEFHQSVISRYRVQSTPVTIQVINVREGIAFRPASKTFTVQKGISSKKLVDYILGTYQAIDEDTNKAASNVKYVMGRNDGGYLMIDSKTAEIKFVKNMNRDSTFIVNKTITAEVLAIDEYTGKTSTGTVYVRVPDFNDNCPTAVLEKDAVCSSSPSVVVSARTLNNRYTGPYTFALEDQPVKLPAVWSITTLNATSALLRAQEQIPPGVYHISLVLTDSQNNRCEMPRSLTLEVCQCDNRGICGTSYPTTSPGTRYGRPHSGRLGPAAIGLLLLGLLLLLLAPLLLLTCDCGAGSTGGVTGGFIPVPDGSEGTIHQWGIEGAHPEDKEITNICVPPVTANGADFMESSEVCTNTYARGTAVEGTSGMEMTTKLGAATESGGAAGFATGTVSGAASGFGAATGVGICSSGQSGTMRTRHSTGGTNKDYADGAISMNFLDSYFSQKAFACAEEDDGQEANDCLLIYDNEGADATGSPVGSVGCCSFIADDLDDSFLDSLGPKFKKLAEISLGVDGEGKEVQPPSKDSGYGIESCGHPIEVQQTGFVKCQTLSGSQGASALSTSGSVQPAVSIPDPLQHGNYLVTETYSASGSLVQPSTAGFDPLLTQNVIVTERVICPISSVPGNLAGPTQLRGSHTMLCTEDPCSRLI
# PKA-R1A act – activators of PKA-R1A complex; actives 0.083% (n = 340,000); PKA-R1A dissociation, Cy5-IP20 fluorescence polarization; scaled: DMSO 0%, 113 µM cGMP 100%; activation, % at 11.4 µM;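 active means percent activation above the mean of all tested compounds plus 3 SD, cut at about 19% in these data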;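 further: higher means more PKAc released from R1A so a rise in polarization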
# HTR5A inv ag – counter-screen for OPRM1-OPRD1 inverse agonists: human HTR5A inverse agonism; inhibition, % at 9.3 µM; HTR5A cell line, luminescence; P47898; actives 0.083% (n = 340,000); AID 504634; in the data active means inhibition mostly above about 23%, no sharp cut-off; inactive means mostly below about 18%;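 further: 0% = cells with DMSO and 100% = no-cell wells with DMSO; some compounds called inactive have numbers as strong as hits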
# phage Ecoli inh – E. coli growth loss with phage present; growth absorbance; inhibition, % at 11.9 µM; actives 0.26% (n = 360,000); in the data active means inhibition above about 11%
# HTR5A ag – HTR5A agonism, opioid heterodimer counter-screen | P47898 | HTR5A agonist assay, luminescence, cell-based | activation, % at 9.3 µM | actives 0.61% (n = 340,000) | AID 504692; in the data active means activation mostly above about 9.5%, no sharp cut-off; inactive means mostly below about 7.6%;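 further: 0% = cells with vehicle only and 100% = reference agonist; strong numbers were not always called active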
# MOR-DOR inv ag – inverse agonists of human mu-delta opioid receptor heterodimerization; P35372+P41143; cell-based MOR-DOR heterodimer luminescence, inverse agonism; inhibition, % at 9.3 µM; actives 0.21% (n = 340,000); AID 504357; in the data active means inhibition above about 22%, passing the limit was not always enough;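 further: 0% = cells with DMSO and 100% = wells without cells with DMSO; values of inactives mirror those of a sister screen read the other way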
# PfHsp90 set2 – inhibits growth of yeast expressing Plasmodium falciparum Hsp90; S. cerevisiae expressing PfHsp90, BacTiter-Glo ATP, 48 h; yeast lacking PDR1 and PDR3 efflux regulators; inhibition, % at 9.4 µM; actives 0.32% (n = 310,000);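 active means every replicate shows inhibition above about 80%, whatever the replicate mean, limit read from the data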;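 further: 0% = DMSO neutral controls and 100% = 20 µM radicicol positive controls; yeast relying on Plasmodium falciparum Hsp90 in place of its own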
# AddAB inh – less growth of phage-infected E. coli with AddAB; AID 435030; actives 0.29% (n = 330,000); inhibition, % at 11.9 µM; E. coli expressing H. pylori AddAB, absorbance growth; in the data active means inhibition above about 12%;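 further: 0% = vehicle wells of infected cells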
# E coli growth – bacterial growth inhibition, counter-screen for AddAB inhibitors | actives 0.27% (n = 330,000) | E. coli V3065 growth, OD600 absorbance, 18 h | inhibition, % at 11.9 µM | AID 449728;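 active means inhibition above the campaign's mean inhibition across all tested compounds plus 3 SD, cut at about 9.9% in these data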;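 further: uninfected addAB+ strain grown without phage in ampicillin broth; 0% = DMSO wells and 100% = ciprofloxacin 0.95 µg/ml wells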
# OPRM1-OPRD1 ag – OPRM1-OPRD1 heterodimerization agonism; P35372+P41143; cells, luminescence; activation, % at 9.3 µM; actives 0.3% (n = 340,000); in the data active means activation above about 18%;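 further: 0% = vehicle-treated cells and 100% = reference agonist; values of inactives mirror those of a sister screen read the other way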
# Mot1-301 SUMO – inhibitors of SUMOylation pathway: yeast Mot1-301 growth rescue; S. cerevisiae Mot1-301 growth rescue, ATP luminescence, 38.5C; percent above DMSO median, 100 means doubled; growth rescue, % at 18.8 µM; actives 1% (n = 320,000);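 active means every valid replicate shows activation above 250% relative to neutral control wells; inactive means the rest, any valid replicate at or below 250%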;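 further: OY570 slx delta 5 strain wells were the positive control but not used for scaling; some compounds called inactive have numbers as strong as hits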
# An asterisk follows results filed as active; . = not tested or not shown. Rows are unselected; overall some 3.2% were active at least once.
# Fields: DSG3 Ab inh	PKA-R1A act	HTR5A inv ag	phage Ecoli inh	HTR5A ag	MOR-DOR inv ag	PfHsp90 set2	AddAB inh	E coli growth	OPRM1-OPRD1 ag	Mot1-301 SUMO
(1) COC(=O)c1cc(OC)c(OC)cc1NC(=O)CN1CCCCC1
→ .	-8.3	-7.3	.	-2.1	7.6	36.9	-1.7	-1.1	-1.4	-11.2
(2) Cn1c(=O)c2c(ncn2CC(=O)N/N=C/C=C/c2ccccc2)n(C)c1=O
→ 99.8	-1.2	.	3.5	.	.	-28.8	0.6	-0.5	.	6.7
(3) CC1CCCC(C)N1S(=O)(=O)c1ccc(Cl)cc1 (configuration not stated)
→ 107.8	10.7	-12.3	2.8	4.4	-11.2	18.7	-1.5	-0.4	2.2	-2.8
(4) Cc1nc2ccccc2n2c(-c3ccccc3)c3c(=O)n(C)c(=O)n(C)c3c12
→ 75.7	1.5	4.4	2.5	-2.3	18.5	-14.9	-1.2	-0.4	-3.4	-12.5
(5) O=[N+]([O-])c1cccc(-c2c[n+]3c(n2-c2ccccc2)SCC3)c1
→ 98.2	1.2	2.0	2.1	-0.8	9.8	-28.3	-0.2	-1.2	-2.1	-6.8
(6) NC(=O)c1cc2ccccc2oc1=NCc1ccccc1
→ .	-11.9	17.2	-0.9	-1.9	3.4	-15.3	1.1	-1.6	-0.8	5.2
(7) COc1ccc(S(=O)(=O)N[C@@H](C)C(=O)OCC(=O)Nc2cc3oc4ccccc4c3cc2OC)cc1
→ 89.0	3.2	11.0	4.6	7.6	9.2	5.2	0.3	0.1	-1.8	7.2
(8) CCOC(=O)Nc1nnc(Cc2ccc(Cl)c(Cl)c2)s1
→ 101.3	-14.2	-3.7	4.3	1.4	5.8	13.8	-1.4	-1.8	-1.2	-7.4
(9) Cc1ccc2nsnc2c1S(=O)(=O)N(Cc1cc2cccc(C)c2[nH]c1=O)CC1CCCO1 (configuration not stated)
→ 100.9	-13.7	5.9	2.0	0.6	5.1	.	0.2	0.4	-0.9	26.1
(10) CCOC(=O)C1CCN(C(=O)c2cc3c(=O)n4ccccc4nc3s2)CC1
→ 109.1	1.6	-19.8	1.4	0.4	10.3	-10.3	0.6	0.6	-3.1	-13.6
(11) N#Cc1c(N)nc2c(c1-c1cccc(O)c1)CCCCCC2
→ 97.2	-1.7	5.7	-0.3	-0.8	15.9	18.2	-0.1	-1.6	-2.7	6.0
(12) CCOC(=O)C1(CCc2ccccc2)CCN(C(=O)C2CCOCC2)CC1
→ 99.1	4.7	-13.9	1.2	5.4	9.9	10.0	2.7	0.6	-1.7	1.0
(13) CCOC(=O)Cn1ccc(O)c(Cc2ccc(Cl)cc2Cl)c1=O
→ .	-13.8	11.1	-1.9	-4.7	10.2	2.3	1.1	-3.1	-2.5	2.3
(14) O=C(Cc1ccc(F)cc1)N(c1ccc(F)cc1)C1C=CS(=O)(=O)C1 (configuration not stated)
→ 87.5	-2.4	-4.7	2.1	-2.0	-1.6	-13.1	-1.1	1.7	0.3	0.8
(15) Cc1ccc(C)c(C(=O)c2c(C)nc3sccn23)c1
→ .	-19.9	-5.3	1.1	2.1	7.1	6.9	1.6	0.5	-1.4	3.7
(16) CCN(C(=O)CSc1ncn[nH]1)c1cccc2ccccc12
→ 103.9	-4.1	5.9	-0.5	-2.3	2.2	25.9	0.1	0.2	-0.4	-24.5
(17) CCN1CCN(c2nc(N)c([N+](=O)[O-])c(Nc3cccc(C)c3)n2)CC1
→ 110.2	-1.0	-0.1	3.9	5.5	-14.3	-3.0	2.1	-0.3	2.7	4.6
(18) N#CC1=C(SCc2ccccc2)NC(=O)C(C#N)C12CCCC2 (configuration not stated)
→ 112.3	-4.0	-5.3	4.4	1.6	-0.1	7.4	5.0	-1.5	0.0	-7.6
(19) COc1cc([N+](=O)[O-])cc(/C=N/NC(=O)C(O)(c2ccccc2)c2ccccc2)c1O
→ 95.3	-9.7	6.8	1.3	-6.0	11.7	-23.3	3.5	0.1	-2.3	-21.3
(20) COc1ccc2c(c1)[C@H]1[C@H](CO2)[C@H](c2ccccc2)[C@]2(C)C(=O)Nc3cc(Cl)ccc3C(=O)N12
→ 98.1	-2.4	-16.3	.	0.7	-25.3	-286.6	5.9	0.4	4.5	107.1
(21) C#CCn1cc(/C=N/NC(=O)c2cc3ccccc3o2)c2ccccc21
→ 97.6	-10.8	15.0	2.8	-5.6	-7.7	5.3	-1.1	-2.0	1.1	6.6
(22) Cn1cc(Cl)c(C(=O)NNC(=S)Nc2cccc(Cl)c2)n1
→ 85.5	-5.6	8.9	2.0	-4.2	26.5	-12.6	-1.1	-3.0	-5.3	-2.9
(23) O=C(c1cc(Cl)nc2ccccc12)N(Cc1nnc(-c2ccccc2Cl)o1)C1CC1
→ .	-18.8	-5.8	1.4	1.0	16.6	11.5	-0.5	-0.8	-3.2	-3.9
(24) CN1CCN(C2CC(=O)N(Cc3ccc(N4CCCC4=O)cc3)C2=O)CC1 (configuration not stated)
→ 90.8	-7.1	0.1	1.9	-2.5	14.6	29.6	3.2	-0.2	-3.0	-23.9
(25) CN(C)c1nc(SCc2ccccc2Cl)nc2c1CCCC2
→ .	0.2	-7.9	.	2.9	2.3	9.7	-0.6	0.2	-0.4	158.2
(26) Cc1ccc(O)c(C2=Nc3ccccc3N=C(c3ccco3)C2)c1
→ 107.4	0.9	-35.3	2.5	7.7	8.0	13.8	0.3	2.7	-1.4	15.0
(27) O=C(c1nnc(-c2ccccc2)o1)C1CC1
→ 101.6	-7.6	14.4	0.8	-1.4	5.5	-14.8	5.0	-0.6	-1.1	9.2
(28) COc1ccc(OC)c(NC(=O)Nc2cnccn2)c1
→ 122.0	2.3	6.8	2.3	-1.9	14.3	8.3	.	.	-2.5	1.5
(29) O=C(COC(=O)CCC1CCCC1)NCc1ccc(Cl)cc1
→ 118.3	-6.6	4.2	2.9	-1.5	-17.7	.	0.8	0.6	3.6	.
(30) Cc1ccc2cc(CN(C(=O)c3cccs3)c3ccccc3)c(=O)[nH]c2c1
→ 100.7	-4.3	-19.2	1.5	6.7	0.6	15.5	5.3	2.5	-0.1	-15.2

# Some of the entries so far, with each value named.
10. CCOC(=O)C1CCN(C(=O)c2cc3c(=O)n4ccccc4nc3s2)CC1
- DSG3 Ab inh = 109.1
- PKA-R1A act = 1.6
- HTR5A inv ag = -19.8
- phage Ecoli inh = 1.4
- HTR5A ag = 0.4
- MOR-DOR inv ag = 10.3
- PfHsp90 set2 = -10.3
- AddAB inh = 0.6
- E coli growth = 0.6
- OPRM1-OPRD1 ag = -3.1
- Mot1-301 SUMO = -13.6

11. N#Cc1c(N)nc2c(c1-c1cccc(O)c1)CCCCCC2
- DSG3 Ab inh = 97.2
- PKA-R1A act = -1.7
- HTR5A inv ag = 5.7
- phage Ecoli inh = -0.3
- HTR5A ag = -0.8
- MOR-DOR inv ag = 15.9
- PfHsp90 set2 = 18.2
- AddAB inh = -0.1
- E coli growth = -1.6
- OPRM1-OPRD1 ag = -2.7
- Mot1-301 SUMO = 6.0

# Exported with each value named: part of the list above
7	COc1ccc(S(=O)(=O)N[C@@H](C)C(=O)OCC(=O)Nc2cc3oc4ccccc4c3cc2OC)cc1
- DSG3 Ab inh = 89.0
- PKA-R1A act = 3.2
- HTR5A inv ag = 11.0
- phage Ecoli inh = 4.6
- HTR5A ag = 7.6
- MOR-DOR inv ag = 9.2
- PfHsp90 set2 = 5.2
- AddAB inh = 0.3
- E coli growth = 0.1
- OPRM1-OPRD1 ag = -1.8
- Mot1-301 SUMO = 7.2

22	Cn1cc(Cl)c(C(=O)NNC(=S)Nc2cccc(Cl)c2)n1
- DSG3 Ab inh = 85.5
- PKA-R1A act = -5.6
- HTR5A inv ag = 8.9
- phage Ecoli inh = 2.0
- HTR5A ag = -4.2
- MOR-DOR inv ag = 26.5
- PfHsp90 set2 = -12.6
- AddAB inh = -1.1
- E coli growth = -3.0
- OPRM1-OPRD1 ag = -5.3
- Mot1-301 SUMO = -2.9

# Next part.
no.	structure	DSG3 Ab inh	PKA-R1A act	HTR5A inv ag	phage Ecoli inh	HTR5A ag	MOR-DOR inv ag	PfHsp90 set2	AddAB inh	E coli growth	OPRM1-OPRD1 ag	Mot1-301 SUMO
31	COc1ccc(CC(=O)N(C)CC(=O)Nc2ccccc2C(F)(F)F)cc1S(=O)(=O)N1CCOCC1	103.4	0.8	-8.6	.	5.8	8.3	-1.5	0.3	0.6	-1.3	8.9
32	O=C1CCC(C(=O)Nc2cccc(S(=O)(=O)N3CCOCC3)c2)N1 (configuration not stated)	108.5	3.7	-30.4	1.3	-0.3	11.0	.	-0.8	0.8	-2.3	4.5
33	COc1ccc(C(=O)N2CCN(c3ccc([N+](=O)[O-])c(NCCc4ccc(OC)c(OC)c4)c3)CC2)cc1	88.5	-0.7	12.6	-0.4	-0.7	-3.0	-57.2	0.1	0.8	0.6	13.6
34	Cc1ccc2ncc(S(=O)(=O)c3ccccc3)c(N3CCCCC3C)c2c1 (configuration not stated)	98.7	2.1	-23.9	1.0	8.2	-40.4	-9.4	4.8	2.1	6.8	-11.7
35	CN(C)c1ccc(N=Cc2nc(-c3ccccc3)oc2OC(=O)c2cccc(Cl)c2)cc1	97.7	-5.4	-2.1	3.7	0.8	6.6	-5.4	3.1	3.5	-1.1	31.1
36	Cc1onc(-c2ccccc2Cl)c1C(=O)N1CCCCCC1	.	-1.3	-3.1	3.8	-0.4	9.0	-1.1	.	.	-1.4	.
37	Cc1ccc(O)c(NC(=O)c2ccccc2-c2ccccc2C(=O)O)c1	105.3	-7.4	-29.7	0.7	8.0	4.9	13.3	0.5	-1.3	-1.0	-1.9
38	O=C(CC(=O)Nc1ccc(F)cc1)Nc1ccc(F)cc1	100.0	5.5	12.8	-0.9	-3.6	13.6	-6.6	-1.9	-3.6	-3.0	-15.0
39	O=c1cc(CSc2nnnn2-c2ccc(O)cc2)nc2sccn12	107.3	-3.4	-18.1	5.6	-1.5	14.0	-0.9	-0.3	-1.0	-2.9	6.7

# Screening results deposited in PubChem by several laboratories.
